# sdo1 growth: compounds rescuing growth of sdo1-depleted yeast, bone marrow failure model; S. cerevisiae sdo1-depleted JHY4D growth rescue, OD600 30 h; hits give high values; pdr5 snq2 efflux-pump mutant strain; z-score at 10 µM; 140,000 tested, 0.21% active;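 active = z-score above 3 at both the 24 hr and the 30 hr optical density reads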;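 note: z-score against mean and SD of all compound wells on the same plate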
# Insulin prom inh: TRM-6 insulin promoter activity inhibition. TRM-6 cells (human fetal islet line), insulin promoter-eGFP reporter, imaging; reporter expression induced with tamoxifen. 130,000 tested, 0.9% active. AID 1273. inhibition, % at 2 µM;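 active = inhibition above the mean plus 3 SD, with well images judged a real hit on visual review, cut at about 60% in these data, passing the limit was not always enough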
# sdo1 growth Rescue 24 h: second read-out of sdo1 growth, no call of its own (marks repeat the call); z-score; S. cerevisiae sdo1-depleted JHY4D growth rescue, OD600; measured here: growth rescue at 24 h;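 0 is the plate mean of compound wells and units are plate SD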
# Starred values were filed as active, the others as inactive; / = no result given.
sdo1 growth	sdo1 growth Rescue 24 h	Insulin prom inh	Molecule
1.57	1.54	35.7	O=C1CN(C(=O)c2ccccc2F)c2ccccc2N1
-1.06	-0.72	-21.1	COC(=O)c1ccc(Oc2nc(Nc3ccc(C)c(C)c3)nc(N(C)C)n2)cc1
/	/	-39.5	Cc1c(C#N)c(NC(=O)C(C)C)n(Cc2ccccc2)c1C
-1.95	-1.32	/	O=C(c1cc2c(s1)-c1ccccc1OC2)N1CCN(c2ccccn2)CC1
0.33	0.07	-75.9	COc1ccc(-n2cc(C(=O)O)c3ccccc3c2=O)cc1
-1.65	-0.6	2.9	c1ccc(Nc2nc(-c3ccccn3)cs2)cc1
0.87	1.2	19.2	CCCn1[nH]cc(SC)c(=O)c1=O
-0.34	-0.09	25.0	O=C(Nc1ccc2nc(-c3cccnc3)[nH]c2c1)C12CC3CC(CC(C3)C1)C2
-0.28	-1.32	/	O=C(CCS(=O)(=O)c1cccc2nonc12)NCCc1ccccc1
0.82	-0.45	-28.1	O=c1cc(CN2CCOCC2)nc(C2CC2)[nH]1
-1.77	-1.42	/	Cc1csc(NC(=O)c2nc(-c3ccccc3)n(-c3ccccc3)n2)n1
1.28	0.65	41.9	CCC(C)(C)n1nnnc1C(c1cc(OC)ccc1OC)N1CCC(C(N)=O)CC1 (stereo not given)
/	/	-2.9	O=C1NC2CCCCC2NC1CC(=O)N1CCN(c2ccccc2)CC1 (stereo not given)
/	/	-30.0	COC(=O)c1cn(C)c2ccc(S(=O)(=O)N3CCOCC3)cc2c1=O
/	/	18.9	COCCn1c(N)c(N(Cc2ccccc2)C(=O)C2CCCC2)c(=O)[nH]c1=O
0.88	0.68	/	CCOc1cc(S(=O)(=O)NCc2ccc(OC)cc2)c(OCC)cc1-n1cnnn1
0.02	-0.31	37.5	COc1ccc(-c2nc3ccccc3c(=O)n2CCOc2cc(C)ccc2C)cc1
1.22	0.93	/	CCCCNC(=O)COC(=O)CCC(=O)c1cccs1
-0.62	-0.2	/	Cc1ccccc1-n1nnnc1SCc1csc(-c2ccccc2)n1
0.08	0.14	/	CCOc1ccccc1C1CC(c2ccccc2)Nc2nc(N)nn21 (stereo not given)
-0.57	-0.98	/	O=C(CSc1nnc2scc(-c3ccccc3)n12)N1CCCc2ccccc21
-0.16	-0.28	-7.1	Cc1ccc(-c2nc(CSCC(=O)NCc3cccnc3)c(C)o2)cc1
-0.48	-1.11	-31.0	N=C(N)SCc1ccc(Cl)cc1Cl
/	/	-7.1	NS(=O)(=O)c1ccc(CCNC(=O)CN2CCCCCC2)cc1
-0.11	-1.47	2.3	COCc1nnc(SCC(=O)NCc2ccccc2)n1-c1ccccc1
/	/	33.3	COCCCNC(=O)CN(CCc1ccccc1)S(=O)(=O)c1ccc(OC)cc1
/	/	68.8	CCCCCCn1c(CN2CCN(C(=O)OCC)CC2)nc2c1c(=O)n(C)c(=O)n2C
/	/	-25.0	CCOc1ccc(-c2ccc(SCC(=O)Nc3nnc(C)s3)nn2)cc1
/	/	-66.7	CCN(CCCNC(=O)C1c2ccccc2C(=O)N(CCOC)C1c1ccc(F)cc1)Cc1ccccc1 (stereo not given)
0.4	0.01	/	CCOC(=O)c1c(C)c(C(=O)Nc2ccc3c(c2)OCO3)c(C)n1C
/	/	65.7*	Clc1ccc(Nc2ncn[nH]2)c(Cl)c1
-0.1	1.7	-16.7	Cc1ccc(-n2c(SCc3ccc([N+](=O)[O-])cc3)nc3ccccc3c2=O)cc1
/	/	-38.9	CN(C)CCNC(=O)c1cc2sc3ccccc3c2s1
-0.42	0.37	5.3	Oc1c(Br)cc(C2N=C(c3ccccc3Cl)NO2)cc1Br (stereo not given)
1.43	0.94	34.9	COc1cc(C2Nn3c(nnc3-c3ccccc3OC)S2)ccc1O (stereo not given)
-0.22	-0.38	14.3	CSc1ccccc1C(=O)Nc1nccs1
-1.15	-0.96	24.1	CC(C)c1nnc(NC(=O)C2CCN(c3cnccn3)CC2)s1
/	/	-55.0	Cc1oc(-c2ccccc2Cl)nc1CN(Cc1ccccn1)C[C@@H]1CCC(=O)N1
-1.29	-1.06	/	Cc1cccc(Cn2c(N3CCCCC3C)nc3c2c(=O)[nH]c(=O)n3C)c1 (stereo not given)
0.74	0.09	/	CC(=O)N1CCN(CC(=O)Nc2ccc(Cl)c(S(=O)(=O)N(C)C)c2)CC1
/	/	-81.8	Cc1ccc(OCCCC(=O)Nc2nc3ccccc3[nH]2)cc1
-1.54	-1.75	/	Cc1onc(-c2ccccc2Cl)c1C(=O)Nc1ccc2c(c1)OCO2
/	/	42.9	Cc1cc(NC(=O)Nc2cccc(C)c2C)no1
0.55	0.55	/	COCCNC(=O)c1cc2c(-c3ccc(Cl)cc3)nn(C)c2s1
/	/	42.9	Cc1sc(NC(=O)CCC(=O)O)c(C#N)c1C

# Reprinted from the part before: 7 compounds; new compounds follow.
sdo1 growth	sdo1 growth Rescue 24 h	Insulin prom inh	Molecule
-1.29	-1.06	/	Cc1cccc(Cn2c(N3CCCCC3C)nc3c2c(=O)[nH]c(=O)n3C)c1 (stereo not given)
0.74	0.09	/	CC(=O)N1CCN(CC(=O)Nc2ccc(Cl)c(S(=O)(=O)N(C)C)c2)CC1
/	/	-81.8	Cc1ccc(OCCCC(=O)Nc2nc3ccccc3[nH]2)cc1
-1.54	-1.75	/	Cc1onc(-c2ccccc2Cl)c1C(=O)Nc1ccc2c(c1)OCO2
/	/	42.9	Cc1cc(NC(=O)Nc2cccc(C)c2C)no1
0.55	0.55	/	COCCNC(=O)c1cc2c(-c3ccc(Cl)cc3)nn(C)c2s1
/	/	42.9	Cc1sc(NC(=O)CCC(=O)O)c(C#N)c1C
-0.43	-1.92	-42.9	O=c1oc2c3c(nn2c2ccccc12)CCCC3
-0.54	-0.68	42.9	CC(C)OCC(O)CSc1ccccn1 (stereo not given)
0.77	0.68	23.3	O=C(CC1(C(=O)O)CCCC1)N1CCOCC1
-1.4	-1.28	/	COc1ccc(C(=O)Oc2ccc(F)cc2C(=O)/C=C/c2ccc(OC)c(OC)c2)cc1
0.36	0.22	/	Cc1ccc(-c2nnn(CCC(=O)NC3CCCC3)n2)cc1
-0.32	-0.57	2.7	Cc1cccc(N2CCN(c3nnnn3-c3ccccc3)CC2C)c1 (stereo not given)
0.35	0.95	-26.1	CC(C)CC(C(=O)N1CCc2ccccc2C1)N1C(=O)c2ccccc2C1=O (stereo not given)
-0.99	-1.04	-22.0	O=C(COc1ccc(Cl)cc1)NCc1nnc(SCC(=O)N2CCCc3ccccc32)o1
/	/	-7.7	CC(=O)Nc1n[nH]c(S(=O)(=O)Cc2ccc(Cl)cc2Cl)n1
0.68	0.58	-29.6	CN(C(=O)COC(=O)c1cccnc1Nc1cccc(C(F)(F)F)c1)C1CCS(=O)(=O)C1 (stereo not given)
1.13	1.52	-40.7	S=C(NCc1ccccc1)NCc1cccc(CNC(=S)NCc2ccccc2)c1
0.49	-0.52	11.1	CCc1nc(C)c(-c2ccccc2)c(=O)[nH]1
0.31	0.23	/	CNS(=O)(=O)c1cccc(C(=O)OCC(=O)Nc2sc3c(c2C#N)CCCCC3)c1
-1.33	-0.97	/	COC(=O)c1c(NC(=O)c2ccco2)sc2c1C(C(=O)OC)CC2 (stereo not given)
0.27	0.19	-2.9	COCCNC(=O)NC(=O)COC(=O)c1cc([N+](=O)[O-])ccc1Sc1nc(C)cs1
/	/	25.0	Cc1nn(-c2ccccc2)c(Cl)c1/C=C1\C(=O)N(C)C(=S)N1C
-0.62	-0.36	-2.6	O=C(c1cc(C(=O)NCCc2ccccc2)c(=O)n(CCc2ccccc2)c1)c1cc(Cl)ccc1O
-0.12	-0.05	-17.2	Cc1c(Br)c(C(=O)N2CCc3ccccc32)nn1C
-0.63	-0.44	-55.6	Cc1nc2ccccc2nc1OCC(=O)Nc1cc(C(F)(F)F)ccc1N1CCOCC1
0.49	-0.24	/	Cn1c(=O)oc2cc(S(=O)(=O)NCCN3CCCCCC3)ccc21
1.01	-0.47	7.2	CCNC(=O)COC(=O)C1CCC(=O)N(c2ccc(OC)cc2)C1c1ccc(OC)cc1 (stereo not given)
/	/	44.4	COc1ccc2oc(=O)c(C(=O)N3CCCC3)cc2c1
0.15	0.31	/	Cc1ccc(Nc2nc(C)cc(C)n2)c(Br)c1
-1.72	-0.52	-5.9	NC(=S)N/N=C\c1c2ccccc2cc2ccccc12
-1.2	-0.51	-34.4	O=C(/C=C/c1ccc2c(c1)OCO2)Nc1nc(-c2ccc(F)cc2)cs1
/	/	41.7	CCOc1ccc(C2C(C(=O)c3cccs3)=C(O)C(=O)N2CCCn2ccnc2)cc1 (stereo not given)
/	/	0.0	C=CCOC(=O)C1=C(C)N=C2SCCC(=O)N2C1/C=C/c1ccccc1OC (stereo not given)
0.02	0.75	41.4	CCOC(=O)c1c(NC(=O)c2ccccc2Br)sc2c1CCc1ccccc1-2
0.97	0.68	24.2	COc1cc(N2C(=O)NC3CC2(C)Oc2ccccc23)cc(OC)c1OC (stereo not given)
-0.15	-1.26	/	O=C(N1CCOCC1)n1nnc2ccccc21
-0.37	0.35	-23.3	CCCCCCCCCCCC(=O)NC(C(=O)OCC)C(O)c1cccc([N+](=O)[O-])c1 (stereo not given)
/	/	16.7	CC(=O)c1ccc(N2CCN(C(=O)c3nn(Cc4ccccc4)c(=O)c4ccccc34)CC2)cc1
-1.51	-0.14	0.0	COC(=O)c1cc2oc3ccccc3c2n1CC(=O)N1CCCc2ccccc21
0.82	3.24	25.0	O=C(Nc1ccc2oc(-c3ccccc3Cl)nc2c1)c1cncc(Br)c1
0.09	-0.74	13.2	COc1cccc(CNC(=O)CCS(=O)(=O)c2cccs2)c1
-1.05	-1.06	0.0	O=C(CN1CCN(S(=O)(=O)c2ccc(Cl)cc2)CC1)Nc1ccc2c(c1)CCC2
-1.24	-0.54	23.3	O=C(Cc1coc2ccc3ccccc3c12)NCc1ccccc1
-0.49	-0.55	15.4	C=CCn1c(SCC(=O)Nc2cccnc2Cl)nnc1-c1ccccc1F
-1.38	-0.12	13.9	O=C(Cn1cnc2sc(-c3ccccc3)cc2c1=O)NCCc1ccccc1
-0.03	0.11	-62.1	CC(C)C(=O)c1cc2c(cc1NC(=O)Nc1cccc3ccccc13)OCCO2
0.81	0.73	30.8	O=C(Nc1ccccc1)N1CCc2scc[n+]2-c2ccccc21
-0.57	-1.09	/	O=S(=O)(c1cccc(NC(=S)N2CCN(c3ccc(F)cc3)CC2)c1)C(F)F
0.25	-0.63	-17.6	Cc1ccc2[nH]cc(C(=O)CN3CCOCC3)c2c1
-1.2	-0.87	-3.3	CCOC(=O)c1nn(-c2ccc(Cl)cc2)c2nc(-c3ccc(C)cc3)c(C#N)c(=O)n12
0.05	-0.07	-17.5	CCCCN1CNC(=S)N(Cc2ccccc2)C1
-0.49	-1.22	-0.3	Cc1cc(NC(=O)CSc2nnc(-c3ccco3)o2)no1
0.6	0	/	CC(C)(C)NCc1cc(Br)ccc1OCc1cccs1
-1.16	-0.55	22.7	CCN1CCN(c2cc3c(cc2F)c(=O)c(C(=O)O)cn3C2CC2)CC1
/	/	44.4	COc1cc(C(=O)OCC(C)=O)cc(NC(=O)c2ccco2)c1OC
-0.42	0.01	/	O=[N+]([O-])c1cccc(S(=O)(=O)Nc2nc3ccccc3nc2Nc2cccc(S(=O)(=O)N3CCCCC3)c2)c1
/	/	-55.6	O=S(=O)(NCc1ccccc1)c1ccc(S(=O)(=O)N2CCCC2)cc1
-1.42	-1.59	-3.3	O=C(CO/N=C/c1cccc([N+](=O)[O-])c1)Nc1ccc2ccccc2c1
-0.36	1.64	/	Cn1nc(C(F)(F)F)c(C#N)c1N1CCN(c2cccc(C(F)(F)F)c2)CC1
/	/	-3.7	Cc1ccc(/C(N)=N/OC(=O)N2c3ccccc3Sc3ccccc32)cc1
1.32	2.53	23.3	Cc1cc(-c2cccnc2)c(C#N)c(SCc2cccc(F)c2)n1
/	/	7.1	C=CCN1C=CC=C/C1=C1\SC(=S)N(C)C1=O
0.21	-0.38	-34.3	CCCC(=O)Nc1ccc(C(=O)NCC(=O)OCC)cc1
-1.61	-1.34	/	Cc1nnc(SCc2ccc(F)cc2)n1NC/C=C/c1ccccc1
-0.49	-1.01	-38.0	CCOC(=O)COc1ccc2c(c1)C(=O)CC1(CCCCC1)O2
1.78	1.78	16.7	COc1ccc(Cl)cc1C(=O)NCc1cnn(C)c1C

# Reformatted: entries from further up.
canonical_smiles	sdo1 growth	sdo1 growth Rescue 24 h	Insulin prom inh
Cc1cc(-c2cccnc2)c(C#N)c(SCc2cccc(F)c2)n1	1.32	2.53	23.3
C=CCN1C=CC=C/C1=C1\SC(=S)N(C)C1=O	/	/	7.1

# Next compounds follow.
sdo1 growth	sdo1 growth Rescue 24 h	Insulin prom inh	Molecule
0.44	0.39	-9.1	CN(C)CCC(c1ccc(Br)cc1)c1ccccn1 (stereo not given)
-0.47	-0.9	47.4	Cc1c(NS(=O)(=O)c2ccc3[nH]c(=O)[nH]c3c2)c(=O)n(-c2ccccc2)n1C
0.33	1.77	0.0	Cc1ccc(-c2nnn(CC(=O)N(CC(=O)NC3CCCCC3)c3ccc(F)c(Cl)c3)n2)o1
-0.38	-0.93	13.3	Cc1ccc(-n2c(SCc3nc4ccccc4[nH]3)nnc2-c2ccncc2)cc1
1.11	1.03	-14.7	COc1ccc(S(=O)(=O)N2CCSC2c2ccccc2)cc1 (stereo not given)
-0.03	-0.52	/	CCC(c1c(C)[nH]oc1=O)c1c(C)[nH]oc1=O
-0.01	-0.41	/	CCC(Sc1ccc2nnc(-c3ccc(OC)c(OC)c3)n2n1)C(=O)O (stereo not given)
0.75	0	/	CN1/C(=C/C2CC(=O)NC2=O)C(C)(C)c2ccccc21 (stereo not given)

# This is a subset; the hit share may differ from the screen's.
